mcGAS MS inh: inhibitors of mouse cGAS. 130,000 tested, 0.18% active. recombinant mouse cGAS, cGAMP by RapidFire MS. inhibition, % at 12.5 µM;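 active means inhibition of cGAS enzyme activity at or above 60%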;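 further: enzyme stimulated by 45 bp dsDNA with ATP and GTP substrates; cGAMP share of summed cGAMP plus half ATP and half GTP signals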
Target sequence (Q8C6L5 whole entry, looked up): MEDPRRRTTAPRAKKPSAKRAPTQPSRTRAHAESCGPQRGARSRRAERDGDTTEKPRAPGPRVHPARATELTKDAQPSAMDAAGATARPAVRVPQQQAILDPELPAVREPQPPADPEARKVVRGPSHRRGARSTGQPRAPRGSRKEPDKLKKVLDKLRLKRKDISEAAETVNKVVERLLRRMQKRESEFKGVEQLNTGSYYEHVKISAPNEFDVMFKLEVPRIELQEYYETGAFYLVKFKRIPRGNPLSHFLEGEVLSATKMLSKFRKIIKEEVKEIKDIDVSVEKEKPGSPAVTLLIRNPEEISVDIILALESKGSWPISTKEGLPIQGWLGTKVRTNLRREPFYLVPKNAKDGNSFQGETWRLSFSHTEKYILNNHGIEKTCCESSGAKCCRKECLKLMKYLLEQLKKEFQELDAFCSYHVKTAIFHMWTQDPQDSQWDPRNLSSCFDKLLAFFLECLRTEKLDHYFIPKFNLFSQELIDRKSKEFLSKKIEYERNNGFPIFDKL
* hit, by the source's call; & = joins results of further samples. A portion of the library; count on the stated rates, not on these rows.

smiles	mcGAS MS inh
CC1CCCC(NC(=O)CN2C(=O)NC3(CCc4ccccc43)C2=O)C1C (configuration not stated)	-0.2
c1cn2cc(CNc3ccc(-c4nc(C5CC5)no4)cn3)nc2s1	-8.0
O=C(COc1c(Cl)cccc1Cl)c1ccc(N2CCCC2=O)cc1	-22.6
COc1cc(=O)n(-c2ccccc2C)nc1C(=O)N1CCN(c2cccc(Cl)c2)CC1	-29.0
NC1=NC(=Nc2cccc(S(N)(=O)=O)c2)c2ccccc21	-1.0
CC(C)c1ccc(NS(=O)(=O)C2CC2)cc1	-5.6
C=CCn1c(SCC(=O)NC(=O)NCC)nc2sc3c(c2c1=O)CCC3	-11.9
CCOC(=O)c1ccc(S(=O)(=O)NCCCn2nc(-c3ccncc3)ccc2=O)cc1	-1.8
CN(CC1COCCO1)c1nc(C(C)(C)C)nc2c1cnn2C (configuration not stated)	-8.2
O=C(Cn1c(=O)ccc2ccccc21)NCC(F)(F)F	-3.7
CC(NC(=O)CN1CCN(c2cc(F)cc(F)c2)CC1)C1CC1 (configuration not stated)	-3.8
Cc1nccn1-c1c2c(c(C#N)c3nc4ccccc4n13)CCCC2	-2.5
COc1ccc(C)cc1NC(=O)CCc1c(C)nn(-c2nc(C)cc(=O)[nH]2)c1C	-1.5
Cn1cc(C(=O)Nc2ccc(F)cc2)c2[nH]c(=O)n(-c3ccc(F)cc3)c(=O)c21	-33.5
CC1Cc2ccccc2N1Cc1cccc(C(N)=O)c1 (configuration not stated)	-15.7

Remaining list, next part.
smiles	mcGAS MS inh
O=C(/C=C\c1cccc(F)c1)NC1CCC(n2cc(C(=O)N3CCCC3)nn2)CC1 (configuration not stated)	-9.3
O=C(O)c1cccc(CC2CCN(C(=O)Cc3cccnc3)CC2)c1	6.3
O=C(COC(=O)CC1CCCC1)Nc1ccc(OC(F)F)cc1	-7.6
CC(C)CC(=O)N(Cc1cccc(F)c1)c1ccc(CC(=O)O)cc1	0.5
NC1=NC(c2ccccc2Cl)n2c(nc3ccccc32)N1 (configuration not stated)	44.2
CC(C)[C@H](NC(=O)c1ccco1)C(=O)NCC(F)(F)F	4.9
OCCn1nc2c3ccccc3nc-2n(-c2ccccc2)c1=S	-5.4
CC1(C(=O)NS(=O)(=O)c2ccc(F)cc2F)CCN1C(=O)Cc1ccc(-c2ccccc2)cc1 (configuration not stated)	-17.0
Cn1ccc(C(=O)Nc2ccccc2N2CCc3sccc3C2)cc1=O	0.7
Cc1ccc2nc(CNC(C)c3ccc(F)c(F)c3)cc(=O)n2c1 (configuration not stated)	15.1
COc1cc(C)c(C)cc1S(=O)(=O)NCC1CCN(c2ncccn2)CC1	-9.1
O=C(c1ccc2c(c1)OCO2)N1CCCC(OCc2cc(F)ccc2F)C1 (configuration not stated)	-2.6
Cn1c(CSc2ccccc2)nc2ccccc21	-4.0
CN1CC23CN(C)CC2(C1)CN(Cc1cc2n(n1)CCNC2)C3 (configuration not stated)	-7.4
O=C(CC1=NCCN1)c1ccccc1	-13.7

Exported with each value named: part of the list above.
O=C(/C=C\c1cccc(F)c1)NC1CCC(n2cc(C(=O)N3CCCC3)nn2)CC1 (configuration not stated)
  mcGAS MS inh: -9.3
CC1(C(=O)NS(=O)(=O)c2ccc(F)cc2F)CCN1C(=O)Cc1ccc(-c2ccccc2)cc1 (configuration not stated)
  mcGAS MS inh: -17.0

Later entries:
smiles	mcGAS MS inh
C[C@H](CS)C(=O)N1CCC[C@H]1C(=O)O	-6.2&-3.4
CNC(=O)[C@@H]1C[C@H](N)CN1C(=O)CCc1ccc(-c2ccc(Cl)cc2)[nH]1	2.7
CC(C)N(C(=O)CSc1ccc(S(=O)(=O)N2CCOCC2)cn1)c1ccccc1	-3.3
COc1cccc(CNC(=O)CCC2CCCN(C(=O)c3cc(C4CC4)[nH]n3)C2)c1 (configuration not stated)	21.4
CC(C)C(Sc1nncn1C(C)C)C(=O)NC(N)=O (configuration not stated)	1.1
Nc1nc2nc(-c3ccc(F)cc3)cc(C(F)(F)F)n2n1	2.4
O=C(O)CCc1nc2ccccc2c2nc(=O)c(-c3ccccc3)nn12	0.5
CC(C)N(Cc1nccn1C)C(=O)c1ccc2oc(CCc3ccccc3)nc2c1	-2.1
CN(CC1CCCN(CCc2ccc(Cl)cc2)C1)C(=O)c1ccc(-n2cnnn2)cc1 (configuration not stated)	-5.5
Cc1nc(CCC(=O)N2CCC3(CCCN(CCCc4ccccc4)C3)C2)n[nH]1 (configuration not stated)	-8.1
O=C(NCc1ccccn1)c1cccc(OC2CCN(C(=O)c3ccsc3)CC2)c1	-2.6
N#Cc1ccccc1CSCCNc1ncnc2c1cnn2-c1ccccc1	-7.8
CC(C(=O)Nc1ccc(F)cc1Cl)N1CCN(c2ccc([N+](=O)[O-])c3cnccc23)CC1 (configuration not stated)	-6.7
CCOC(=O)C(=O)N1CCC2(CC1)OCCN2S(=O)(=O)c1ccc(C)cc1	-3.0
Cc1cccc(Cn2ccc3ccn(CC(=O)Nc4ccc(F)cc4Cl)c(=O)c32)c1	-12.9

(listing goes on)
smiles	mcGAS MS inh
Cn1ccc2c(-c3ccc(C(O)CN4CCOCC4)cc3)ccnc21 (configuration not stated)	-23.7
Cc1n[nH]c(C)c1CN1CCC(N2CCCC(C(=O)N3CCCC3)C2)CC1 (configuration not stated)	-15.3
O/N=C(/c1ccccc1)C12C3C4C1C1C2C3C1(Br)C41OCCO1 (configuration not stated)	-11.2
CC(C)n1c(CN2CCC(N3CCCC3=O)CC2)nc2ccccc21	-6.2
COc1cccc(-n2cc(CN(C)Cc3nc(-c4ccccc4)no3)cn2)c1	-0.2
N#Cc1ccccc1CNC1CCCC1	-10.5
COc1ncc(CN(C)C(C)c2ccccn2)cn1 (configuration not stated)	-15.4
COc1cc(N2CCC(N3CCCC(C(=O)NC4CC4)C3)CC2)ncn1 (configuration not stated)	-8.9
CN(C)[C@@H]1C(=O)C(C(=O)NCNC(CCCCN)C(=O)O)C(=O)[C@@]2(O)C(=O)C3=C(O)c4c(O)cccc4[C@@](C)(O)[C@H]3C[C@@H]12 (some centres not stated)	21.5
CC(NC(=O)NCCc1ccccc1)c1ccc(Br)cc1 (configuration not stated)	2.7
CC(C)(C)c1ccccc1NC(=O)c1cccc(C(=O)N2CCCC2)n1	15.3
Cc1ccsc1C(CNC(=O)c1cnn2ccn(C)c12)N(C)C (configuration not stated)	-20.4
CCc1nnc(CN(C)c2nc(C)ncc2CC)o1	-9.4
CN(C)c1ccc(C(N)=S)cc1	-2.8
COc1ccc(O)c(C(=O)c2cc(C#N)c(=O)n(-c3nccs3)c2)c1	-10.5

(list continues)
smiles	mcGAS MS inh
O=C(COc1cc(F)ccc1[N+](=O)[O-])Nc1ccc(S(=O)(=O)C(F)F)cc1	-12.3
Cc1cn2c3c(=O)n(C)c(=O)n(C)c3nc2n1-c1ccc(Cl)cc1	-1.9
Cc1nn(-c2ccccc2)nc1C(=O)N1CCCC1c1nnc2n1CCCCC2 (configuration not stated)	2.0
COC(=O)c1ccc(OC(C(=O)NC2CC2)c2ccccc2)cc1 (configuration not stated)	-1.7
CC(=O)NCC1CC(=O)N(c2ccccc2)C1 (configuration not stated)	-7.6
CC(C)N(C)C(=O)C1CCCN1S(C)(=O)=O (configuration not stated)	-4.8
COCCN1CN=C(Nc2nc3ccccc3o2)NC1	8.4
O=C(CSc1ccc2nc(-c3ccccc3)cn2n1)N1CCOCC1	-8.5
O=C1C(Nc2cccc(O)c2)=C(n2nnc3ccccc32)C(=O)c2ccccc21	-6.7
Cc1cc(C)cc(NC(=O)CCc2ccc(S(=O)(=O)N3CCCCC3)cc2)c1	-6.7
COCCNc1ccc(CNC(=O)C(C)(C)C#N)cc1	0.0
CCC1CN(C(=O)CCCn2cccn2)CCC(=O)N1Cc1ccccc1 (configuration not stated)	-3.0
Cn1c2ccccc2c(=O)c2c(=O)n(CCc3ccccc3)c(-c3ccco3)nc21	-5.2
CCCCCCCCCCCCCCCC[N+](C)(C)CCN(Cc1ccc(OC)cc1)c1ncccn1	-6.7
Nc1nc(N2CCCCC2)nc(N2CCN(Cc3ccccc3)CC2)c1[N+](=O)[O-]	-5.1

Other results.
smiles	mcGAS MS inh
CCc1[nH]c(C(=O)N2CCCC(NC(=O)C(C)C)C2)c(C)c1C(=O)OC (configuration not stated)	-10.2
COc1ccc(CCNC(=O)Cn2nc([N+](=O)[O-])c(Br)c2C)cc1OC	-10.9
Cc1ccc(-n2nc(C)c(N=Nc3ccc(F)cc3C)c2N)cc1	-4.8
CC1(C(=O)NS(=O)(=O)c2ccc(Cl)cc2)CCN1C(=O)Cc1cc(F)ccc1F (configuration not stated)	-3.3
O=C(NCc1nnnn1C1CCCCC1)Nc1c(F)cccc1F	-15.0
CC(C)(C)c1ccc(C(O)c2ncc(-c3cccc(F)c3)[nH]2)cc1 (configuration not stated)	-7.6
Cc1ncc(C)c(N2CCC(c3[nH]ncc3Cc3ccccc3)CC2)n1	-23.6
CCN(CC)c1ccc(-c2nnc(SC3CCCCNC3=O)o2)cc1 (configuration not stated)	-4.6
O=c1[nH]c2cc3[nH]c(=O)c(=O)[nH]c3cc2[nH]1	-2.9
COc1c(C)cnc(CNC(=O)NCc2nnc3n2CCC3)c1C	-1.3
Cn1ccsc1=NC(=O)CCN1c2ccccc2Sc2ccccc21	19.6
COc1ccc(C2CC(=O)c3cnn(-c4nc5ccccc5[nH]4)c3C2)c(OC)c1 (configuration not stated)	-7.7
CCc1nc2c(s1)C(O)CCC2 (configuration not stated)	-36.5
CCN(CC(=O)Nc1c(F)cccc1F)C(=O)C1CCN(C(=O)c2ccc(Cl)cc2)CC1	-3.6
CCN(CC)C(=O)CN(C)C(=O)c1[nH]c(C)c(C(C)=O)c1C	-1.9

Later entries
smiles	mcGAS MS inh
CCn1c(NC2CC(=O)N(c3ccccc3I)C2=O)nc2ccccc21 (configuration not stated)	-0.4
COc1ccc(-n2nc(C(=O)O)c(=O)n(Cc3cccc(C(F)(F)F)c3)c2=O)cc1	0.1
O=C(CNc1ccc2ccccc2c1)NNC1=NCCC1	-13.4
Cc1cccc(NC(=O)CCC2CCN(C(=O)CCc3ccccn3)CC2)c1	-1.2
Cc1ccc(S(=O)(=O)N2CCSC2C)cc1 (configuration not stated)	-1.1
O=C(CSCc1cccc2c1OCCO2)NC1CCCC1	-8.1
O=c1c2cc3c(cc2nc2sc(Nc4ccc(F)cc4F)nn12)OCO3	1.6
CC(C)CN1CCC1(C)C(=O)Nc1cccc(Oc2ccccc2)c1 (configuration not stated)	-3.7
CN(C)c1ncccc1CNC(=O)Nc1cccc(F)c1	1.0
Cc1cc(C(=O)N2CCC2(C)C(=O)NS(=O)(=O)c2ccc(F)cc2F)nn1C (configuration not stated)	-23.3
CCCCCCCn1c(CN2CCCC(C)C2)nc2c1c(=O)n(C)c(=O)n2C (configuration not stated)	-1.4
O=c1ccc(-c2cccnc2)nn1CCNS(=O)(=O)c1ccccc1	-3.0
C=C(C)Cn1c(N2CCN(Cc3ccccc3C)CC2)nc2c1c(=O)[nH]c(=O)n2C	-2.7
CCCn1ncc(C(=O)N(Cc2nccn2C)C2CC2)c1C	-11.2
O=C(CS(=O)(=O)c1ccc(F)cc1)Nc1ccccc1-c1nc2ccccc2s1	10.4

(more compounds)
smiles	mcGAS MS inh
COc1ccc(Nc2nc(N3CCN(c4ccc(OC)cc4)CC3)nc3[nH]ncc23)cc1	-8.0
CCOC1N=C(C#N)C(C#N)N(CC)C1OCC (configuration not stated)	-7.8
CC(=O)Nc1cncc(-c2ccccc2C(C)=O)n1	-4.6
O=S(=O)(c1ccccc1NCc1ccccn1)C(F)(F)F	-12.4
CCn1ccnc1CN(C)Cc1nc(Cc2ccccc2Cl)no1	3.9
O=c1[nH]n(-c2ccc([N+](=O)[O-])cc2)c(=O)c2ccccc12	-4.9
Cc1ccc(C)n1-c1sccc1C(=O)Nc1ccc(=O)n(C)c1	9.5
CCCS(=O)(=O)NC1CC(=O)N(Cc2ccccc2C(F)(F)F)C1 (configuration not stated)	-6.8
CCn1cc(NC(=O)N(C)C2Cc3ccccc3C2)cn1	-7.1
CC1CCCC(NC(=O)COc2ccccc2C(N)=O)C1C (configuration not stated)	-2.9
COc1ccc(-c2cc(N)nc3[nH]ccc23)c2cccnc12	-8.9
CC(NC(=O)Cc1ccccc1Br)C(=O)N(C)C (configuration not stated)	-12.2
COc1ccc(-c2c(O)c3c(OC)c4c(cc3oc2=O)OC(C)(C)C=C4)cc1	-3.0
CCS(=O)(=O)NC(=O)C1(C)CCN1C(=O)C1(c2ccc(Cl)cc2)CC1 (configuration not stated)	-1.6
c1cc2c(cc1-n1cnnc1)N1CCN=C1S2	-5.6

Going on with the list.
smiles	mcGAS MS inh
CC1CCCN(S(=O)(=O)N2CCCC2CC2CCCCC2)C1 (configuration not stated)	-42.8
Cc1cc(=O)[nH]c2nc(N)ccc12	-6.1
COc1ccc2c(c1)CCN(S(=O)(=O)CCNC(=O)c1snnc1C)C2	-3.7
CN(C)S(=O)(=O)c1cc(NC(=O)C23CC4CC(CC(O)(C4)C2)C3)ccc1Cl	-8.2
COC(=O)CC1C(=O)NCCN1S(=O)(=O)c1cc(Cl)ccc1Cl (configuration not stated)	10.2
CC(=O)N(C)c1nc(CN2CCCC2c2c(C)nn(C)c2C)cs1 (configuration not stated)	-10.7
COc1cc(-c2ccc(C(C)NC(C)=O)cc2)cc(OC)c1OC (configuration not stated)	-10.8
Cc1cc2oc3c(c(=O)c2cc1Cl)C(c1ccc(Cl)cc1)N(C)C3=O (configuration not stated)	-5.2
c1cn(CCCNc2ncnc3sc4c(c23)CCCCC4)cn1	-9.9
CCc1cccc2c(C(O)CN3CCN(c4ncccn4)CC3)c[nH]c12 (configuration not stated)	20.7

Three entries already listed, sorted by their value in mcGAS MS inh, descending:
Structure | mcGAS MS inh
COc1ccc2c(c1)CCN(S(=O)(=O)CCNC(=O)c1snnc1C)C2 | -3.7
CC(=O)N(C)c1nc(CN2CCCC2c2c(C)nn(C)c2C)cs1 (configuration not stated) | -10.7
CC1CCCN(S(=O)(=O)N2CCCC2CC2CCCCC2)C1 (configuration not stated) | -42.8

Assay outcomes from PubChem BioAssay.
